TRHR enhancer – qHTS for Small Molecule Agonists and Allosteric Enhancers of Human TRH Receptor: Primary Screen for Enhancers. 360,000 compounds, 0.66% hits. Thyrotropin-releasing hormone receptor (Homo sapiens), P34981. TRHR cells, fluo-8 calcium fluorescence, EC20 TRH enhancement. enhancement, % at 2 µM; in the data active = enhancement above about 30%; also: 0% is about no effect
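Enhancer read-out: after compound pinning and an initial kinetic agonist-mode read, an EC20 of TRH (10 nM final) was injected and fluo-8 calcium signal (Ex 480/Em 530) followed at 1 s/cycle for 100 cycles in TRHR-expressing cells.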
Apoferritin bind – qHTS Assay for Identification of Novel General Anesthetics. Ferritin light chain (Equus caballus), P02791. apoferritin/1-aminoanthracene competitive binding, fluorescence. Potency, µM (doses to about 77.5 µM), for the others: top-dose activity change, negative = displacement, usual class: inhibitors. 350,000 compounds, 0.074% hits; also: potency is read from the fitted curve at half-maximal effect; % is scaled to controls: 0 for no effect and ±100 for the full control effect; nearly all actives have a fitted effect of over 20% in size
Target sequence (P02791 2-175 limits assumed): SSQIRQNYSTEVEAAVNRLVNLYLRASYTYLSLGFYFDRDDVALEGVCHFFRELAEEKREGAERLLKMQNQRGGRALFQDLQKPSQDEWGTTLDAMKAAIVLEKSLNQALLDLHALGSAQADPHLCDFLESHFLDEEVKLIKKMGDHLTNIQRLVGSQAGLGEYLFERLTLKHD
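10 uM apoferritin + 50% sat. 1-AMA, PBS; cpd 10 min RT; Ex380/Em535 endpoint; normalized to free probe vs complex; 4-param Hill fit; propofol titration as pos. ctrl.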
D1 potentiator – Potentiators of Human D1 Dopamine Receptor: qHTS. D(1A) dopamine receptor (Homo sapiens), P21728. AID 504651, 2011. potentiation, % at 10 µM. HEK293 TREx D1 cells, calcium flux, dopamine EC20 potentiation. 360,000 compounds, 0.036% hits; in the data active = potentiation above about 30%; also: 0% is about no effect
D1 antagonist – Antagonist of Human D 1 Dopamine Receptor: qHTS | 360,000 compounds, 3.2% hits | AID 504652, 2011 | activity change, negative = inhibition, % at 10 µM | HEK293 TREx D1 cells, calcium flux, dopamine EC80; active compounds read low; in the data active = activity change below about -30%; also: % is scaled to controls: 0 for no effect and ±100 for the full control effect
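Allosteric or orthosteric antagonism assessed as attenuation of the calcium response to EC80 dopamine, added 180 s after compound, in induced HEK293 Trex D1 cells loaded with no-wash calcium dye.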
D1 agonist – Allosteric Agonists of the Human D1 Dopamine Receptor: qHTS; AID 504660, 2011; activation, % at 2 µM; D(1A) dopamine receptor (Homo sapiens), P21728; HEK293 T-REx D1 cells, calcium flux, agonist mode; 360,000 compounds, 1% hits; in the data active = activation above about 30%; also: 0% is about no effect
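Tetracycline-induced HEK293 TREx D1 cells, force-coupled to calcium signalling, were dye-loaded with a no-wash calcium kit. Compound was pin-added after a 10 s baseline. Fluorescence was read kinetically at 1 cycle/s for 180 s, with calcium rises flagged as agonism.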
D2 potentiator – HTS Assay for Positive Allosteric Modulators of the Human D2 Dopamine Receptor: Primary Screen for Potentiators; potentiation, % at 10 µM; 340,000 compounds, 0.34% hits; AID 485347, 2010; HEK293 T-REx D2, calcium flux, EC20 dopamine potentiation;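 active = potentiation over 3 SD above the plate norm, cut at about 30% in these data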; also: 0% is about no effect
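Potentiation of an EC20 dopamine calcium response is measured in a force-coupled, tetracycline-inducible Hek293 Trex D2 line. Compound-only kinetic reads over 180 s flag agonists before dopamine addition.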
RXFP1 agonist – qHTS Assay for Agonists of the Relaxin Receptor RXFP1; HEK293T-RXFP1 cAMP TR-FRET, 30 min; response scale: percent of porcine relaxin response, buffer zero; Potency, µM (doses to about 57.5 µM), without a hit: at the top dose activation, usual class: activators; 370,000 compounds, 0.3% hits; AID 2676, 2010; Relaxin receptor 1 (Homo sapiens), Q9HBX9; also: potency is read from the fitted curve at half-maximal effect; % is scaled to controls: 0 for no effect and ±100 for the full control effect; nearly all actives have a fitted effect of over 60% in size; many of its hits are not listed in these tables
Target sequence (Q9HBX9 whole entry, looked up): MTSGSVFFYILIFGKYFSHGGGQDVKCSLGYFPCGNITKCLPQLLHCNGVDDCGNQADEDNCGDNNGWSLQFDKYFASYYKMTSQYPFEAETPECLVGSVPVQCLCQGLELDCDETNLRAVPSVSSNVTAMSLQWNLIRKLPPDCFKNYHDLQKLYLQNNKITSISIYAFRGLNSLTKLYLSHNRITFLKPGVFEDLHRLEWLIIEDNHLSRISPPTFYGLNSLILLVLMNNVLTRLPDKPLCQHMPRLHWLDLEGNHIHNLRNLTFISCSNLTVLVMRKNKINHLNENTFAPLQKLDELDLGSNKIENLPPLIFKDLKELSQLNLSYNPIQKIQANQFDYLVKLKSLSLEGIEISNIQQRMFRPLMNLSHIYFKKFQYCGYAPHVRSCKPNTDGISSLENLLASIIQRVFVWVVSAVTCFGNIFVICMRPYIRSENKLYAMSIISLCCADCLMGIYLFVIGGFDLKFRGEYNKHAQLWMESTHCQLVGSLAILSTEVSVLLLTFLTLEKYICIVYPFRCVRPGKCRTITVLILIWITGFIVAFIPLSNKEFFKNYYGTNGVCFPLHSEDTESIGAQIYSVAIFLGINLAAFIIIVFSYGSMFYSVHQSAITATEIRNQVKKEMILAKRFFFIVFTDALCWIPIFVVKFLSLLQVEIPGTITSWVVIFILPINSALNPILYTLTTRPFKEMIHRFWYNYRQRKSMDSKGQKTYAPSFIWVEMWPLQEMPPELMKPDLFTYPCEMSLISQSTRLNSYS
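HEK293 cells stably expressing RXFP1, treated 30 min at 37C with compounds plus PDE4 inhibitor Ro 20174; cAMP measured by HTRF TR-FRET. Normalized to buffer and 29 nM porcine relaxin; EC50 by Hill fit.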
TRHR ag – qHTS for Small Molecule Agonists and Allosteric Enhancers of Human TRH Receptor: Primary Screen for Agonists | AID 493084, 2011 | 360,000 compounds, 0.18% hits | TRHR cells, calcium flux fluo-8, FDSS agonist mode | activation, % at 2 µM; in the data active = activation above about 30%; also: 0% is about no effect
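TRHR-expressing cells loaded with fluo-8 calcium dye; 23 nL library compound pin-transferred, kinetic FDSS fluorescence (Ex 480/Em 530) recorded about 180 s for agonist-induced calcium release, before a 10 nM TRH EC20 addition for potentiator mode.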
RXFP1 antagonist – qHTS Assay for Antagonists of the Relaxin Receptor RXFP1; HEK293-RXFP1, relaxin-stimulated cAMP HTRF, 30 min; active compounds read low; activity change, negative = inhibition, % at 57.5 µM; 350,000 compounds, 0.59% hits; AID 1259400, 2018;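 active = activity change of -60% or lower, but not beyond a set lower limit; inconclusive = change between -60% and -40%, or beyond the set limit; inactive = change above -40%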; also: % is scaled to controls: 0 for no effect and ±100 for the full control effect
* marks the source's active call; other numbers are inactive results; u = inconclusive; x = not tested or not shown; [ ] = dose if it differs, or a comment. Unless noted, calls follow the shape of the dose curve; as a rule, active = well fitted curve in the direction sought with a large enough effect; inconclusive = small, poorly fitted or top-dose-only effect, or another doubt; inactive = no such curve, though single readings can be large; an effect the other way counts as inactive or inconclusive. A portion of the library; count on the stated rates, not on these rows.

Each structure is followed by: TRHR enhancer	Apoferritin bind	D1 potentiator	D1 antagonist	D1 agonist	D2 potentiator	RXFP1 agonist	TRHR ag	RXFP1 antagonist
> C[C@@H](C(=O)NCc1c(F)cccc1Cl)N1C(=O)N2CCc3c([nH]c4ccccc34)[C@@]2(C)C1=O
→ -3	-8%	-2	5	-1	-5	1.0%	1.5	x
> CC1Cc2ccccc2N1S(=O)(=O)c1cccc(C(=O)N2CC(=O)Nc3ccccc32)c1 (stereo not given)
→ 7	-18%	5	-1	3	7	2.7%	0.6	5
> O=C(CN1CCOCC1)Nc1ccc([N+](=O)[O-])cc1Br
→ -4	-12%	-7	x	-1	0	2.9%	0.4	0
> COC(=O)CCC(=O)Nc1c(C)n(C)n(-c2ccccc2)c1=O
→ 14	-1%	-2	8	3	-3	2.8%	0.0	11
> CC(=O)Nc1nc2ccccc2n1CCN(C)C
→ 7	-7%	4	-2	1	-6	1.8%	0.3	5
> Cc1c(CC(=O)N2CCN(C(=O)C3COc4ccccc4O3)CC2)c(=O)oc2cc(O)cc(O)c12 (stereo not given)
→ 20	409%[activator]	-5	-7	3	13	18%	1.0	2
> CC(C)c1nc(SCC(=O)NCc2ccccc2)n[nH]1
→ -3	-11%	-11	17	3	8	1.5%	0.1	-5
> CCOc1cc(N2CCOCC2)c(OCC)cc1NC(=O)COc1cccc(CC)c1
→ 2	x	0	7	1	14	2.2%	-0.3	-4
> Cc1ccc(C(=O)NC2CCS(=O)(=O)C2)cc1S(=O)(=O)N1CCCC1 (stereo not given)
→ 7	-2%	0	18	3	-5	1.0%	0.1	12
> CCCCC(CC)CNC(=O)c1cc2ccccc2c(=O)o1 (stereo not given)
→ -2	-14%	1	12	4	5	3.3%	-0.3	-17
> Cc1csc(SCC(=O)NC2CCCC2)n1
→ 5	x	-1	-20	1	0	1.0%	-0.3	6
> CC(=O)N/N=C(\C)C1COc2ccccc2O1 (stereo not given)
→ 1	-6%	-2	7	2	1	0.7%	-0.5	-1
> COc1ccc(S(=O)(=O)N2CCOCC2)cc1C(=O)NCc1ccccc1CN1CCCC1
→ 5	x	-10	7	0	-9	4.2%	0.6	2
> CCOc1ccc(NC(=O)COC(=O)CCN2C(=O)C3CC=CCC3C2=O)cc1OCC (stereo not given)
→ 10	x	6	3	1	10	0.2%	1.6	0
> O=C(Nc1ccc(F)c(F)c1)C1CCCN1S(=O)(=O)c1cccc2nsnc12 (stereo not given)
→ 0	-11%	3	-5	0	4	-0.6%	-0.3	-1
> CCc1ccc(OCCCC(=O)Nc2nnc(C3CCCO3)s2)cc1 (stereo not given)
→ 0	-5%	-3	14	1	9	-0.3%	0.3	-2
> CCN(CC)C(=O)CN1C(=O)c2cccc3cccc(c23)C1=O
→ -5	-7%	-14	0	1	-5	1.4%	-0.2	-13
> COc1cc(NC(=O)c2csc3c2CCCC3)ncn1
→ 0	-22%	-3	-14	2	15	-0.9%	0.0	7
> Nn1c(Cc2cccc3ccccc23)nnc1SCCOc1ccc(Br)cc1
→ -11	36%[activator]	-6	-25	11	0	0.7%	1.1	-2
> CC(C)Oc1ccc(S(=O)(=O)N2CCOCC2)cc1NC(=O)C1CCC1
→ 0	x	6	7	1	6	2.3%	-0.4	-10
> Cc1ccc(C(=O)CC(SCC(=O)O)c2ccc([N+](=O)[O-])cc2)cc1 (stereo not given)
→ -4	-13%	-4	-5	3	-4	1.9%	-1.1	-22
> Cn1ncc2c(N3CCOCC3)ncnc21
→ 1	-8%	-3	-9	2	4	2.6%	0.1	-7
> COc1ccc2oc(C(=O)OCC(=O)N(Cc3ccccc3)C(C)C)c(C)c2c1
→ -3	x	3	0	6	0	0.0%	0.0	-19
> Cc1cc(N2CC(C(=O)NCc3cccnc3)CC2=O)ccc1C(C)C (stereo not given)
→ -2	2%	-5	-26	2	-1	0.6%	0.9	-5
> CCOC(=O)C1=C(C)NC2=C(C(=O)OC2)C1c1ccccc1 (stereo not given)
→ 4	-4%	-2	-15	2	-4	5.3%	-0.1	-2
> CN(CC(=O)Nc1ccccc1Br)C(=O)COc1cccc2c1OC(C)(C)C2
→ 23	x	-10	-5	13	-5	1.9%	-0.3	-10
> Cn1cc(CN(CCCN2CCOCC2)C(=S)Nc2cccc(Cl)c2)c2ccccc21
→ 4	-3%	-3	3	5	-13	6.4%	0.6	-10
> Cc1ccccc1/C=N/Nc1nc2ccccc2c(=O)n1O
→ 3	-5%	-2	7	1	-5	1.0%	0.3	-13
> Cc1cc(NC(=O)C(C)SCC(=O)Nc2nc3c(F)cc(F)cc3s2)no1 (stereo not given)
→ -5	x	-3	-24	9	10	-1.9%	0.4	-5
> O=C(NNc1nc(-c2ccc(Cl)cc2)cs1)c1ccco1
→ -3	2%	-2	-17	8	14	-0.8%	0.7	-8
> O=C(NNc1ncccc1Cl)c1c(Cl)cccc1Cl
→ -6	-6%	-1	-4	0	4	-0.2%	0.4	-19
> CC(=O)Nc1c(C(=O)Nc2cccc(C)c2)nnn1-c1ccc(C)cc1
→ -5	-15%	-1	-34*	11	-13	2.8%	1.4	x
> Cn1c(=O)[nH]c2ccc([N+](=O)[O-])nc21
→ -11	-1%	-1	-27	1	1	1.0%	-2.1	6
> COc1ccc(C(=O)NCCc2sc(-c3ccc(F)cc3)nc2C)cc1OC
→ 0	-1%	0	-3	-1	3	0.0%	-0.6	-9
> Cn1nnnc1SCC(=O)Nc1ccccc1N1CCOCC1
→ 0	-8%	-2	-3	0	-4	-0.9%	0.8	-1
> O=C(NN=C1CCCC1)c1ccn[nH]1
→ 3	-12%	-4	0	1	-1	-1.3%	0.1	18
> CN(C)C(=O)CSc1n[nH]c(=O)n1CCc1ccccc1
→ 2	-11%	-9	9	3	-2	1.5%	-0.4	6
> O=C(NCCc1ccccn1)c1cc(C(=O)C2CCCCC2)c[nH]1
→ -6	-14%	-1	2	2	-6	3.9%	-0.3	2
> CN(CC1CCOCC1)C(=O)CC1C(=O)NCCN1Cc1ccc(-c2ccccc2)cc1 (stereo not given)
→ 5	-7%	-2	-3	2	0	-0.3%	-0.6	-29
> Cc1cccc(NC(=O)Nc2ccncc2)c1
→ 3	-7%	0	-4	8	8	1.9%	0.4	-3
> O=C(/C=C/c1ccco1)N1CCN(S(=O)(=O)/C=C/c2ccccc2)CC1
→ 1	-11%	0	-3	3	7	-2.5%	-0.2	-23
> Cc1ccc2c(c1)c1c3n2CCN(CC#N)C3CCC1 (stereo not given)
→ 6	-6%	-5	5	2	-2	4.7%	0.5	-1
> Cc1cc(-c2ccccc2)nc2cc(C(=O)OC(C)C)nn12
→ -1	3%	-9	-3	1	-2	-0.6%	-0.2	1
> Cc1cc(-n2c(C)nc3ccccc3c2=O)ccc1NC(=O)c1cccc([N+](=O)[O-])c1C
→ 5	-6%	-1	x	5	20	-0.3%	-0.1	x
> COc1ccc(C(=O)N(C)Cc2nc3ccccc3c(=O)[nH]2)cc1S(=O)(=O)N1CCCC1
→ -3	x	-7	-10	1	x	0.9%	0.1	4

Random excerpt: 2 compounds from above, in no set order.
Each structure is followed by: TRHR enhancer	Apoferritin bind	D1 potentiator	D1 antagonist	D1 agonist	D2 potentiator	RXFP1 agonist	TRHR ag	RXFP1 antagonist
> O=C(NN=C1CCCC1)c1ccn[nH]1
→ 3	-12%	-4	0	1	-1	-1.3%	0.1	18
> COc1ccc(C(=O)NCCc2sc(-c3ccc(F)cc3)nc2C)cc1OC
→ 0	-1%	0	-3	-1	3	0.0%	-0.6	-9

The list goes on.
Each structure is followed by: TRHR enhancer	Apoferritin bind	D1 potentiator	D1 antagonist	D1 agonist	D2 potentiator	RXFP1 agonist	TRHR ag	RXFP1 antagonist
> Cc1ccc(S(=O)(=O)N2CCN(c3nc4ccccc4nc3-n3nc(C)cc3C)CC2)cc1
→ -2	-3%	2	-9	2	0	0.8%	0.0	-2
> CC(=O)N/N=C(\C)CC(=O)Nc1cccc2c1CCCC2
→ 5	-13%	-3	11	2	-4	0.3%	0.4	-7
> COc1ccc(-c2cc(C(N)=O)nc(N3CCCCCC3)n2)cc1
→ -1	-5%	0	0	2	14	2.1%	0.4	-15
> COc1ccc(-c2[nH]c(-c3cc(OC)c4c(c3)OCO4)nc2-c2ccccc2)cc1
→ -5	-8%	-2	-16	5	x	2.1%	-1.1	-21
> CC(C)(C)c1ccc(Oc2ccc(NC(=O)c3ccco3)cn2)cc1
→ 0	u	-3	-1	3	4	0.4%	0.2	-14
> Cc1ccc(Cl)cc1Nc1nc(N2CCOCC2)nc(N2CCOCC2)n1
→ -1	-6%	6	19	7	-7	2.5%	0.1	-5
> CCOC(=O)c1cnn2c(C(F)F)cc(C3CC3)nc12
→ 0	-2%	-3	-6	0	13	-0.5%	0.2	3
> CN(C)c1ccc(/C=C/c2nc3ccccc3c(=O)n2CCO)cc1
→ 3	137%[activator]	-5	-3	9	3	5.8%	4.9	6

Bioassay records from PubChem.
